Bfl-1 Bim block: human Bim-Bfl-1 interaction inhibition. Bead-based flow cytometry, Bim-Bfl-1 binding inhibition. inhibition, % at 10 µM. actives 0.12% (n = 190,000);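 further: 0% = wells without compound plus tracer and 100% = blocker peptide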
HRas wt GTP: human HRas wildtype GTP binding, change in either direction; GTP binding activity, % at 10 µM; P01112; actives 0.14% (n = 190,000); GST-Ras wt beads, Bodipy-FL-GTP binding, flow cytometry; actives lie on both sides;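 active means GTP binding activity at least 20% away from the 100% baseline, either lowered as inhibitor or raised as activator; inconclusive means flagged as likely green fluorescent, judged across all proteins in the well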;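 further: 0% = unlabeled GTP competition control and 100% = no-compound control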
Target sequence (P01112 whole entry, looked up): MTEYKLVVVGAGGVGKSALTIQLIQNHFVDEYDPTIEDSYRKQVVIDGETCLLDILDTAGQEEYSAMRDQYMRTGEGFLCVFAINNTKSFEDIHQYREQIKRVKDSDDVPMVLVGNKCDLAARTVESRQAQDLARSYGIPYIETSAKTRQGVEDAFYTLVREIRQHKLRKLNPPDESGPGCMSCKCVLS
Bim-Bcl-B: inhibitors of Bim-Bcl-B interaction, human; actives 0.073% (n = 190,000); Q9HD36; inhibition, % at 10 µM; bead-based flow cytometry, Bim peptide-Bcl-B binding;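 further: 0% = tracer peptide without compound and 100% = reference inhibitor peptide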
Bcl-XL Bim block: disrupts Bim peptide binding to human Bcl-XL | Q07817 | bead flow cytometry, fluorescence | inhibition, % at 10 µM | actives 0.04% (n = 190,000)
Target sequence (Q07817 whole entry, looked up): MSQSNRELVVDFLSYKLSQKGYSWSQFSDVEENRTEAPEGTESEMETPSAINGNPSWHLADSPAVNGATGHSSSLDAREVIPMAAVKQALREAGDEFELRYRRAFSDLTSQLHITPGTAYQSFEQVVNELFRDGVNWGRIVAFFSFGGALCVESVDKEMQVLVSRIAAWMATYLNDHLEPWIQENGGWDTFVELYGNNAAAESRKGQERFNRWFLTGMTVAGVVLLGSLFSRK
Bim-Bcl-2: disrupts Bim peptide binding to human Bcl-2. actives 0.06% (n = 190,000). Bead-based flow cytometry, Bim peptide-Bcl-2 binding. AID 950. inhibition, % at 10 µM. P10415; in the data active means inhibition above about 40%; inconclusive means no clear call, values can overlap the other calls;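 further: 0% = no compound wells with probe peptide and 100% = reference peptide inhibitor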
Target sequence (P10415 whole entry, looked up): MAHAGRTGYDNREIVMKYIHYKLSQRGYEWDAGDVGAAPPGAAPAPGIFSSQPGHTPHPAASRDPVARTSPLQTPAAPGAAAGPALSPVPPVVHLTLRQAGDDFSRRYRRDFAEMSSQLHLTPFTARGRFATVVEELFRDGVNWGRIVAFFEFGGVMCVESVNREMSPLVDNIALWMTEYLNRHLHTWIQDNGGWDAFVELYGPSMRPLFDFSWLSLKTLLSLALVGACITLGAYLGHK
Rac1 wt modul: modulators of human Rac1 wildtype GTP binding; GST-Rac1 beads, fluorescent GTP binding, flow cytometry; actives lie on both sides; 0 = cold GTP competed, 100 = untreated; P63000; actives 0.27% (n = 190,000); AID 757; GTP binding activity (% of control), % at 10 µM;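 active means GTP binding activity at least 20 points away from the 100% control level, either lower or higher; inconclusive means compound flagged as likely green fluorescent, judged across all proteins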
Cdc42 wt: modulators (inhibitors or activators) of GTP binding to human Cdc42 wildtype; P60953; GST-Cdc42 beads, Bodipy-GTP binding, flow cytometry; actives lie on both sides; percent activity (GTP binding), % at 10 µM; actives 0.2% (n = 190,000); AID 761;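 active means percent activity GTP binding at least 20 points away from the 100% baseline, either down as inhibitor or up as activator; inconclusive means compound flagged as likely green fluorescent from well-wide comparison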;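 further: median bead fluorescence of bound Bodipy-FL-GTP at 100 nM; 0% = excess unlabeled GTP control and 100% = no compound control; below 100% means less GTP binding so inhibitor and above means activator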
Rac1 act GTP bind: alters GTP binding to activated mutant human Rac1 | P63000 | GST-Rac1 activated beads, fluorescent GTP binding, flow cytometry; actives lie on both sides; 100% means binding = to untreated wells | percent activity (GTP binding), % at 10 µM | actives 0.11% (n = 190,000) | AID 764;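 active means GTP binding at least 20 percentage points away from the 100% baseline, in either direction, so actives lie on both sides; inconclusive means Compound likely fluorescent itself, or too few beads counted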
Rab2 wt GTP: changes GTP binding to wildtype dog Rab2A, up or down; actives 0.19% (n = 190,000); GTP binding activity, % at 10 µM; GST-Rab2 wt beads, Bodipy-GTP binding, flow cytometry; P61105; AID 760;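 active means GTP binding activity at least 20 points away from 100%, either lowered or raised; inconclusive means signal likely due to the compound's own green fluorescence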;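 further: 0% = beads with excess unlabeled GTP and 100% = no-compound control corrected for plate trend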
Rab7 wt modul: alters GTP binding to wildtype dog Rab7; GST-Rab7 beads, fluorescent GTP binding, flow cytometry; actives lie on both sides; untreated = 100%, excess cold GTP = 0%; GTP binding activity (percent of control), % at 10 µM; actives 0.055% (n = 190,000); AID 758;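 active means fluorescent GTP binding to Rab7 beads changed by at least 20 points from the 100% baseline, either direction, mostly lower; inconclusive means compound itself probably fluorescent, or too few beads counted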;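 further: median green fluorescence of bound Bodipy-FL-GTP per Rab7 bead population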
Bim-Bcl-W: human Bim-Bcl-W interaction inhibition; Q92843; bead-based flow cytometry, Bim peptide-Bcl-W binding; inhibition, % at 10 µM; actives 0.02% (n = 190,000); AID 952;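 further: 0% = bound tracer without compound and 100% = peptide blocker; higher means less fluorescent Bim peptide bound to Bcl-W beads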
Target sequence (Q92843 whole entry, looked up): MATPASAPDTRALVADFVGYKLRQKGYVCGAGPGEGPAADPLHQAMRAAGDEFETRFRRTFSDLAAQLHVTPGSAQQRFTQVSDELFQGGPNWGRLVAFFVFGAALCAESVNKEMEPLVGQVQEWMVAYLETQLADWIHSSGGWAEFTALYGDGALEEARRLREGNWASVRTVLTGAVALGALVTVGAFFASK
* hit, by the source's call; ? = inconclusive. Unless noted, no stated cut-off is given here; in the data, active means inhibition above about 40%.

SMILES	Bfl-1 Bim block	HRas wt GTP	Bim-Bcl-B	Bcl-XL Bim block	Bim-Bcl-2	Rac1 wt modul	Cdc42 wt	Rac1 act GTP bind	Rab2 wt GTP	Rab7 wt modul	Bim-Bcl-W
CCOC(=O)C1CCCN(CC(=O)Nc2c(C(=O)OC)[nH]c3ccc(Br)cc23)C1 (stereo not given)	-15	97	-5	-2	-9	100	98	97	97	94	1
O=C(c1ccc(S(=O)(=O)c2ccc(F)cc2)c([N+](=O)[O-])c1)N1CCCCCC1	-5	99	-5	-4	-5	99	97	96	98	96	0
O=C(O)c1ccc([N+](=O)[O-])c(CS(=O)(=O)c2ccc(Cl)cc2)c1	-10	95	-5	-2	-6	98	93	94	92	94	0
C(=N\c1c(-c2ccccc2)nc2n1CCS2)/c1ccccc1	-9	97	-7	-6	-9	98	97	96	96	97	1
CCN(CC)S(=O)(=O)c1ccc(NS(=O)(=O)CC23CCC(CC2=O)C3(C)C)cc1 (stereo not given)	-2	103	-5	-6	-8	106	103	100	101	102	-4
O=S(=O)(NCC(c1cccnc1)N1CCN(Cc2ccccc2)CC1)c1ccccc1 (stereo not given)	-9	107	-8	-4	-5	114	109	103	106	105	0
CCOc1ccc(C(=O)N2CCn3c2nc2ccccc23)cc1	-7	94	-1	-2	-3	93	90	95	98	94	0
Cn1c(=O)cc(SCC(=O)NCC2CCCO2)c2ccc(Cl)cc21 (stereo not given)	-4	98	-8	-8	-2	106	101	97	95	97	-7
CCC(C)NC(=O)Cn1c(=O)sc2ccccc21 (stereo not given)	-6	99	-3	0	-4	98	95	96	101	104	-2
CC1(C)Cc2c(sc(NC(=O)c3ccccc3Cl)c2C(=O)O)CO1	-6	96	-2	0	-4	95	92	93	94	103	-1
O=C(COC(=O)CC12CC3CC(CC(Br)(C3)C1)C2)NC(=O)NCc1ccco1	0	102	-4	-3	0	98	101	98	104	100	0
COc1ccc(-c2csc(NC(=O)CC(C)C)n2)cc1	-3	99	-2	-4	5	105	101	97	101	98	-1
NS(=O)(=O)c1ccc(NC(=O)C2C3C=CC(C3)C2C(=O)O)cc1 (stereo not given)	-3	?	0	-1	-1	?	?	?	?	?	0
CCC(C(=O)NC1CCCCC1)n1c(SCc2cccc(C)c2)nc2ccncc21 (stereo not given)	-1	101	-6	-9	0	105	103	98	102	99	-8
O=C(Cc1cscn1)c1ccc(O)cc1O	-13	98	-4	-6	-6	99	101	97	98	98	1
Cc1cc(=O)[nH]c(SCC(=O)Nc2ccc(C(=O)O)cc2)n1	-17	98	-7	-5	-9	100	101	98	98	99	0
COc1cccc(/C=N/Nc2nn3cnnc3c3ccccc23)c1O	-14	59*	9	-4	-6	70*	58*	70*	60*	77*	13
CC1CCCC(C)N1C(=O)COc1ccc([N+](=O)[O-])cc1Cl (stereo not given)	-5	97	-4	-2	-2	96	99	95	99	106	-1
CN1C(=O)/C(=C2\SC(N)=NC2=O)c2ccccc21	4	?	-5	6	-2	?	?	?	?	?	3
COc1ccc(NC(=S)NC23CN4CN(CN(C4)C2)C3)c(OC)c1	2	101	0	1	-2	102	104	99	100	96	0
CC(C)C(c1nnnn1Cc1cccs1)N1CCN(C(=O)c2ccco2)CC1 (stereo not given)	-8	100	-10	0	-4	101	99	97	97	102	-1
CC1Cc2ccccc2N1C(=O)COc1cccc(-n2cnnn2)c1 (stereo not given)	-2	100	1	-2	-5	99	100	98	99	98	0
CC(C)C[C@H](NC(=O)NCc1ccc(Cl)cc1)C(=O)O	-21	101	-10	-9	-8	106	107	100	102	97	-3
Cc1cccc(C)c1NC(=O)CS(=O)CC(=O)NCC1OCCc2ccccc21 (stereo not given)	5	95	1	-3	0	95	101	94	99	101	-4
O=C1C(c2ccc(F)cc2)N(C2CCCCC2)C(=O)CN1C1CCCC1 (stereo not given)	-2	101	-1	-1	0	104	103	100	99	99	-2
Cc1nonc1NC(=O)c1ccc(Cl)c(S(=O)(=O)N2CCCCC2)c1	-4	99	-8	-2	-6	104	100	99	99	102	-1
COC(=O)COc1ccccc1C(=O)Nc1ccc(OC)cc1	-1	99	0	0	1	103	101	99	98	101	-1
C=CCOc1c(CNC2CCCC2)cc(Cl)cc1OC	-7	99	-3	-1	0	102	98	98	100	102	-2
CO/N=C/c1cc([N+](=O)[O-])ccc1Sc1ccc(C)cc1	-1	98	0	-3	1	102	99	97	100	96	-4
Clc1ccc(OCCN2CCN(c3ncnc4sccc34)CC2)cc1	-13	97	-12	-14	-11	96	99	97	98	98	-3

Rewritten field by field: entries from further up.
> CC1Cc2ccccc2N1C(=O)COc1cccc(-n2cnnn2)c1 (stereo not given)
  Bfl-1 Bim block: -2 | HRas wt GTP: 100 | Bim-Bcl-B: 1 | Bcl-XL Bim block: -2 | Bim-Bcl-2: -5 | Rac1 wt modul: 99 | Cdc42 wt: 100 | Rac1 act GTP bind: 98 | Rab2 wt GTP: 99 | Rab7 wt modul: 98 | Bim-Bcl-W: 0

> CO/N=C/c1cc([N+](=O)[O-])ccc1Sc1ccc(C)cc1
  Bfl-1 Bim block: -1 | HRas wt GTP: 98 | Bim-Bcl-B: 0 | Bcl-XL Bim block: -3 | Bim-Bcl-2: 1 | Rac1 wt modul: 102 | Cdc42 wt: 99 | Rac1 act GTP bind: 97 | Rab2 wt GTP: 100 | Rab7 wt modul: 96 | Bim-Bcl-W: -4

> CC(C)C[C@H](NC(=O)NCc1ccc(Cl)cc1)C(=O)O
  Bfl-1 Bim block: -21 | HRas wt GTP: 101 | Bim-Bcl-B: -10 | Bcl-XL Bim block: -9 | Bim-Bcl-2: -8 | Rac1 wt modul: 106 | Cdc42 wt: 107 | Rac1 act GTP bind: 100 | Rab2 wt GTP: 102 | Rab7 wt modul: 97 | Bim-Bcl-W: -3

> O=C1C(c2ccc(F)cc2)N(C2CCCCC2)C(=O)CN1C1CCCC1 (stereo not given)
  Bfl-1 Bim block: -2 | HRas wt GTP: 101 | Bim-Bcl-B: -1 | Bcl-XL Bim block: -1 | Bim-Bcl-2: 0 | Rac1 wt modul: 104 | Cdc42 wt: 103 | Rac1 act GTP bind: 100 | Rab2 wt GTP: 99 | Rab7 wt modul: 99 | Bim-Bcl-W: -2

Arranged by the number under Bim-Bcl-W (lowest first): some entries from above.
Structure | Bfl-1 Bim block | HRas wt GTP | Bim-Bcl-B | Bcl-XL Bim block | Bim-Bcl-2 | Rac1 wt modul | Cdc42 wt | Rac1 act GTP bind | Rab2 wt GTP | Rab7 wt modul | Bim-Bcl-W
CO/N=C/c1cc([N+](=O)[O-])ccc1Sc1ccc(C)cc1 | -1 | 98 | 0 | -3 | 1 | 102 | 99 | 97 | 100 | 96 | -4
C=CCOc1c(CNC2CCCC2)cc(Cl)cc1OC | -7 | 99 | -3 | -1 | 0 | 102 | 98 | 98 | 100 | 102 | -2
COc1cccc(/C=N/Nc2nn3cnnc3c3ccccc23)c1O | -14 | 59* | 9 | -4 | -6 | 70* | 58* | 70* | 60* | 77* | 13

(more compounds)
SMILES	Bfl-1 Bim block	HRas wt GTP	Bim-Bcl-B	Bcl-XL Bim block	Bim-Bcl-2	Rac1 wt modul	Cdc42 wt	Rac1 act GTP bind	Rab2 wt GTP	Rab7 wt modul	Bim-Bcl-W
Cc1cc(C)n2nc(CC(=O)NC3CCCC(C)C3C)nc2n1 (stereo not given)	-2	101	-1	-5	-5	103	102	99	100	101	0
COC(=O)CSc1nc(C)c(C(C)=O)cc1C#N	-9	97	-6	-8	-5	100	97	99	102	102	-2
Cc1ccc(NC(=O)Cn2ccsc2=N)cc1S(=O)(=O)N(C)C	3	93	2	3	0	99	95	97	95	91	0
c1ccc(C2(Cn3ccc4ccccc43)OCCO2)cc1	0	99	0	-2	-4	99	100	97	99	98	-4
O=C(NC1CCCCC1)C1CN(S(=O)(=O)c2ccccc2)CCN1S(=O)(=O)c1ccccc1 (stereo not given)	0	96	0	-2	-1	94	96	92	93	100	0
O=c1cc(NS(=O)(=O)c2ccccc2)nc(SCc2ccccc2Cl)[nH]1	-14	102	-8	-4	-4	102	104	101	103	98	-4
Cc1ccc(Cl)c2c1NC(=O)C2(O)CC(=O)c1ccc(Br)cc1 (stereo not given)	-13	105	-7	-2	-8	113	104	100	102	106	3
CC(C)n1nnc2ccccc2c1=O	-1	99	3	-1	2	98	99	98	99	98	0
CN(CCC1CCOCC1)C(=O)CC1C(=O)NCCN1Cc1ccoc1 (stereo not given)	-6	98	-5	-1	-3	102	96	97	99	105	1
Cc1ccc(-c2cc(C(=O)NCCCn3ccnc3)no2)cc1	-6	99	0	-3	-3	103	97	99	100	104	1
COc1cccc(NC(C)C(=O)Nc2cc([N+](=O)[O-])ccc2Cl)c1 (stereo not given)	1	99	-4	-2	-4	100	99	101	100	98	-1
CCC(=O)Nc1cccc(-c2nc3ccccc3c(=O)o2)c1	-1	97	1	-3	-3	94	95	94	97	96	0
Cc1cc(C(=O)NCCCN2CCOCC2)n(-c2ccccc2)n1	-10	104	-4	0	-9	102	103	100	106	105	2
O=C(COC(=O)c1ccc(Br)cc1)NCCN1C(=O)CSC1=O	4	96	2	1	1	99	93	96	99	90	-2
Cc1ccccc1N(CC(N)=O)S(C)(=O)=O	-9	98	0	-2	-7	102	101	99	98	97	-1
CCOC(=O)c1sc(NC(=O)CSc2nc3ccccc3o2)c(C(=O)OCC)c1C	-5	100	-6	-2	-2	105	103	100	101	101	-5
Brc1ccc(C2=CSC3=NCCN23)cc1	-1	102	-7	-7	-3	98	98	97	98	104	-5
COc1ccc(OCC(=O)Nc2ccc3oc(-c4ccncc4)nc3c2)cc1	-4	97	-7	-3	-2	98	101	96	94	100	-5
COc1ccc(/C=N/NC(=O)CCNc2n[nH]c(=O)[nH]c2=O)c(OC)c1	-1	99	1	-2	-1	100	102	100	98	99	-2
O=C(Nc1ccccc1C(F)(F)F)c1cccnc1	0	97	0	0	-1	99	98	98	97	97	0
CC(NC(=O)c1ccccc1NC(=O)CSc1nnnn1C)c1ccccc1 (stereo not given)	-11	101	-8	-10	-7	102	105	99	103	105	0
O=C(Nc1cccc(C(F)(F)F)c1)c1cc(-c2cccs2)on1	-3	102	-9	-7	0	99	102	99	99	96	0
Cc1sc2nc(COC(=O)CNC(=O)c3ccc(C(C)(C)C)cc3)[nH]c(=O)c2c1C	-12	96	-14	-11	-7	97	96	98	96	96	-7
Cn1cnc2cc(NC(=O)c3ccco3)ccc21	-14	93	-11	0	-12	87	95	91	92	92	-2
CCCCn1c(=O)c(CCC(=O)OC(C)C(=O)Nc2cccc(Cl)c2Cl)nc2ccccc21 (stereo not given)	-4	102	-5	-2	-5	105	104	102	103	104	-2

Source: PubChem BioAssay (NMMLSC)

Hits appear at their usual frequency; about 0.62% have a hit in one of these screens.
